# NR3A LBD binder = modulates the human NR3A ligand-binding domain. AID 1259313. 340,000 tested, 2.5% active. NR3A LBD differential scanning fluorimetry, Tm shift; 0% = protein alone, 100% = glycine-bound protein. Tm shift relative to glycine control, % at 25 µM;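 active means melting temperature shift of at least 10% of the positive control shift, at one fixed dose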
# Gli-Sufu antag = antagonists of Gli-Sufu signaling; Sufu-KO-LIGHT fibroblasts, Gli luciferase reporter luminescence; inhibition, % at 5 µM; 340,000 tested, 0.74% active;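 active means inhibition above about 55%, limit read from the data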;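 further: 0% = DMSO-treated cells and 100% = wells with medium but no cells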
# CXCR6 inh = inhibitors of human CXCR6 receptor | CHO-K1 PathHunter CXCR6 beta-arrestin, luminescence | 360,000 tested, 0.36% active | AID 602244 | inhibition, % at 20 µM; in the data active means inhibition above about 34%, passing the limit was not always enough;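 further: antagonist mode with CXCL16 agonist at 10 nM final; 0% = 10 nM CXCL16 with DMSO and 100% = unstimulated wells without agonist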
# Target sequence (O00574 whole entry, looked up): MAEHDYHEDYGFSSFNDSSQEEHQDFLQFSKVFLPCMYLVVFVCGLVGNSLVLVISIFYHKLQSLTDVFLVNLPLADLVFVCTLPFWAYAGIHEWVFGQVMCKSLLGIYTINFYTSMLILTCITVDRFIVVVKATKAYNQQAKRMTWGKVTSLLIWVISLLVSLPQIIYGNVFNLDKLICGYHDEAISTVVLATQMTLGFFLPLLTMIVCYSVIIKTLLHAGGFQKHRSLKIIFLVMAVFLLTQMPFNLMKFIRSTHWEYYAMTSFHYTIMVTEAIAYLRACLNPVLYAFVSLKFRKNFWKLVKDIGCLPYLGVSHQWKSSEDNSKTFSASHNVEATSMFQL
# CCR6 antag = blocks CCL20-driven beta-arrestin recruitment at human CCR6; P51684; CHO-K1 CCR6 PathHunter beta-arrestin, luminescence, CCL20-stimulated; inhibition, % at 20 µM; 340,000 tested, 0.49% active; AID 493098;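 active means compounds whose inhibition of the agonist-driven luminescence signal at 20 µM reaches about 50%, limit read from the data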;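 further: cells stimulated with CCL20 at 14 nM final; plate controls were DMSO with CCL20 for no effect and DMSO without agonist for full effect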
# A3A deaminase = blocks human APOBEC3A ssDNA deamination | recombinant A3A, FAM/TAMRA ssDNA deamination fluorescence | 330,000 tested, 0.41% active | P31941 | inhibition, % at 20 µM;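 active means at least 40% inhibition at 20 µM here, with at most 30% in a related deaminase screen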;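 further: plate controls were A3A with DMSO for no effect and wells lacking A3A enzyme for full effect; some results filed as inactive read as strong as hits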
# Target sequence (P31941 whole entry, looked up): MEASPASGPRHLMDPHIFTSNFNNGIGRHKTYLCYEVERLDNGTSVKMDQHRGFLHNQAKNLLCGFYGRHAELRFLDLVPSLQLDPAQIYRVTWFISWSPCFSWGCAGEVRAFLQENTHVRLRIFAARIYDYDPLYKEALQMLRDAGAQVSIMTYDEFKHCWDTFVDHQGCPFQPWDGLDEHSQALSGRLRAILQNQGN
# A3G deaminase = inhibitors of human APOBEC3G DNA deaminase; Q9HC16; recombinant A3G, ssDNA deamination FAM/TAMRA fluorescence; inhibition, % at 20 µM; 330,000 tested, 0.28% active;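 active means inhibition of at least 40% at 20 µM, with no more than 30% in the related APOBEC3A deaminase screen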;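 further: plate controls were DMSO wells with A3G for no effect and wells lacking A3G enzyme for full effect; some compounds called inactive have numbers as strong as hits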
# EBI2 antag = EBI2 (human) antagonism; P32249; EBI2 beta-arrestin recruitment, luminescence, 7a,25-OHC stimulated; inhibition, % at 5 µM; 360,000 tested, 0.81% active; AID 651636; in the data active means inhibition above about 38%;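 further: enzyme fragment complementation signal reports receptor beta-arrestin coupling in cells; 0% = agonist plus DMSO wells and 100% = wells without agonist; some results beyond the cut were filed as inactive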
# Target sequence (P32249 whole entry, looked up, the tested form may be a part): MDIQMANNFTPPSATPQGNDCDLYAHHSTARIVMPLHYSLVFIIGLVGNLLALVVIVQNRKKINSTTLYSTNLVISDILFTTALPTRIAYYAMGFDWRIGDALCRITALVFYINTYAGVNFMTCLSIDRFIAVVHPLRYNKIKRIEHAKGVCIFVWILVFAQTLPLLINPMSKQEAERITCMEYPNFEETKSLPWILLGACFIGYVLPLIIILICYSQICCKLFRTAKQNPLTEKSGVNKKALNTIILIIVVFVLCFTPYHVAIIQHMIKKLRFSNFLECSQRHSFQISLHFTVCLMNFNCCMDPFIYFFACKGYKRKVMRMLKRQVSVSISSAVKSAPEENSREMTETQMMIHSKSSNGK
# MPTP inh = permeability transition pore inhibition; isolated mouse mitochondria, Ca2+ swelling absorbance, 30 min; AID 602449; 360,000 tested, 1.4% active; inhibition, % at 10 µM;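 active means inhibition of 50% or more, scaled per plate between neutral and stimulator controls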;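 further: 0% = DMSO wells given calcium and 100% = 1 mM EGTA wells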
# The depositor's hits bear a star; / = no result given; & = joins results of further samples.
SMILES,NR3A LBD binder,Gli-Sufu antag,CXCR6 inh,CCR6 antag,A3A deaminase,A3G deaminase,EBI2 antag,MPTP inh
COCCn1c(=NC(=O)CSCC(=O)N2CCOCC2)sc2ccccc21,2,0,-2,1,-4,-7,-10,-3.1
CC(=O)C1=C(C)NC(=O)NC1c1cc(Br)ccc1OCC#N (centres undefined),0,1,-4,1,-5,-6,-5,-0.3
Cc1ccc(S(=O)(=O)NNC(=O)CCC(=O)Nc2ccc(C)c(C)c2)cc1,0,-3,-1,18,7,-3,12,-0.5
CCOC(=O)c1cnc(SC2CCc3ccccc3C2=O)nc1N (centres undefined),1,1,-7,4,-1,-5,-11,1.4
CCN(CC(=O)NCc1ccncc1)S(=O)(=O)c1cc(Cl)ccc1Cl,-1,25,0,6,2,-5,-5,0.9
CCOC(=O)C1=C(C)N=C2SC(CC)C(=O)N2C1c1cccc(F)c1 (centres undefined),0,7,-4,24,-1,-4,4,1.1
COc1ccc2c(c1)c(=O)oc1c(C)c(OCc3cc(C(=O)O)oc3C)ccc12,4,-4,1,56*,13,5,-1,-0.6
N/C(=N\OC(=O)CCC1CCCCC1)c1cccc([N+](=O)[O-])c1,-7,-7,-7,-8,3,0,-2,6.4
O=C(NCc1ccccc1)c1ccccc1CO,-4,7,-2,4,3,-4,-9,-3.4
Fc1ccc(NC(=S)N2CCc3[nH]c4ccccc4c3C2)cc1,13*,1,-10,4,1,2,13,6.2
Cc1ccn(CCC(=O)NC2CCCc3c2cnn3-c2cccc(C)c2C)n1 (centres undefined),0,-27,-1,-3,-5,-7,12,-0.2
CCC(C)[C@H](NC(=O)N1CCn2c1nc1ccccc12)C(=O)NCC1CCCO1 (some centres undefined),-3,-9,1,1,-5,-5,-4,3.2
CN(CCNC(=O)c1cc2c(=O)n(C)c3ccccc3c2n1C)Cc1ccccc1,0,2,8,27,3,4,-8,-0.3
CC(CCc1ccccc1)NC(=O)CN1C(=O)NC2(CCCCC2C)C1=O (centres undefined),1,-3,7,19,1,1,3,-0.4
COc1ccc(CCCC(=O)Nc2cc(C)ccc2OC)cc1,2,-10,1,7,60*,11,0,-1.1
O=[N+]([O-])c1ccc(N2CCNCC2)cc1Sc1nc2ccccc2[nH]1,-2,-19,2,6,0,-5,-4,1.0
CCCC(=O)c1ccc(N2CCOCC2)c(F)c1,-4,-6,7,3,0,0,-8,0.7
COc1ccc(C2c3ccc4ccccc4c3Oc3ncn(CCCN(C)C)c(=N)c32)cc1 (centres undefined),-3,8,8,20,5,-4,-4,-3.9
COc1ccc(Cl)cc1NC(=O)C(OC)c1ccccc1 (centres undefined),2,2,-1,18,-5,-2,12,-0.2
Cc1ccc(NS(=O)(=O)c2cccc(C(=O)N(C)Cc3cccs3)c2)cc1,2,-4,3,1,2,-2,5,1.5
OC(COc1ccccc1CNCc1cccnc1)CN1CCc2ccccc2C1 (centres undefined),-2,8,4,14,-7,3,2,1.3
CCOC(=O)C1CCCN(C(=O)c2ccc(CS(=O)(=O)c3ccc(Br)cc3)o2)C1 (centres undefined),-2,-3,2,19,0,-4,-3,-0.2
COC(=O)CSc1nnc(-c2ccc(S(=O)(=O)N3CCCC3)cc2)n1C,2,4,-9,3,2,-6,-7,1.8
CCOc1ccc(N2C(=O)CC(NC3CCN(C(=O)c4cccc(Cl)c4)CC3)C2=O)cc1 (centres undefined),-1,2,-2,4,-6,-4,-2,0.3
O=C(Cc1cccc2ccccc12)Nc1ccc(O)cc1C(=O)O,-10,-3,-4,-4,1,-1,6,12
C=CCn1c(SCCCc2ccccc2)nc2c1c(=O)[nH]c(=O)n2C,-2,9,-7,22,-4,-5,15,0.6
O=C(NCCO)C(=O)NCC1CCCN1S(=O)(=O)c1cccs1 (centres undefined),-1,0,4,7,-6,-13,-6,-1.3
C/C(CC(=O)Nc1cc(C)ccn1)=N\NC(=O)c1ccc(C)cc1,-4,/,12,10,-2,-6,14,0.1
COc1ccc(NS(=O)(=O)c2ccc(-c3ccccn3)s2)cc1,2,8,-3,-1,0,-2,-2,40
Cc1ccc(S(=O)(=O)NCCC(=O)Nc2nccs2)cc1,0,10,-3,4,-1,-1,-26,-3.3
CCn1cc[n+](C)c1P(c1ccccc1)c1ccccc1,-2,51,-3,9,3,1,-11,3.1
CS(=O)(=O)N1CCC2(CC1)OCCN2S(=O)(=O)c1ccccc1,2,-1,-12,4,1,-6,-12,-1.3
NC(=O)c1ccc(N2CCOCC2)nc1,1,-6,3,2,-1,-7,-9,0.9
O=C(NCc1ccco1)c1ccc(COCC(F)(F)C(F)F)cc1,2,-9,-8,-8,1,2,2,3.0
Cc1cccc(OCc2nc(C)cc(=O)[nH]2)c1,-1,1,5,38,/,/,-11,-0.8
O=C(NCCc1ccccc1)N1c2ccccc2Sc2ccccc21,1,5,8,21,1,2,28,2.0
O=C(c1nc2ccc(Cl)cn2c1CN1CCCC(CO)C1)N1CCc2ccccc2C1 (centres undefined),-2,20,5,6,-3,-7,0,0.0
N#C/C(=N/O)c1nc(-c2ccc(F)cc2)cs1,-8,6,-8,0,-1,-5,-9,30
Cc1c(CCCN)c2ccccc2n1Cc1ccccc1,0,5,-1,17,-1,1,-4,4.0
CN(Cc1nccs1)C(=O)C1CCC(=O)N(Cc2ccccc2F)C1 (centres undefined),-1,0,3,8,0,-7,2,-1.4
CCOC(=O)c1c(C)n(C)c2ccc(OCC(O)CNCCc3ccccc3)cc12 (centres undefined),1,-23,6,20,-1,-5,7,3.5
COc1ccccc1NC(=O)c1coc(=O)c(Br)c1,1,-6,2,0,3,-3,-2,3.5
NC(=O)c1c(NC(=O)C2CC=CCC2C(=O)O)sc2c1CCCCC2 (centres undefined),2,6,0,-11,14,17,-3,0.3
Cc1ccc(-c2csc3ncnc(SCC(=O)NCc4ccc5c(c4)OCO5)c23)cc1,-1,-10,11,12,-3,-9,28,3.6
Cc1c(C(=O)N2CCN(c3ccccc3F)CC2)sc2nc(-c3ccccc3)cn12,-2,3,3,15,-4,-5,7,3.7
O=C(Cn1c[n+](CC(=O)c2ccc([N+](=O)[O-])cc2)cn1)c1ccc([N+](=O)[O-])cc1,0&0,-9&-29,-14&-3,-10&6,8&-2,2&2,-10&6,0.6&41
O=C(O)c1cccc(S(=O)(=O)N2CCCC(c3nc4c(nnn4Cc4ccc(F)cc4)c(=O)[nH]3)C2)c1 (centres undefined),-2,0,7,16,-6,-10,1,-0.2
CC1(C)CC(=O)C2=C(C1)Nc1cc(C(=O)c3ccccc3)ccc1NC2c1ccccn1 (centres undefined),-6,-6,6,22,1,-2,-18,1.0
Cc1ccc(C(=O)CC2(O)C(=O)Nc3ccccc32)s1 (centres undefined),1,11,-22,-12,-4,-1,-14,1.4
O=C(Nc1nccs1)c1cccnc1Cl,0,-4,2,-1,0,-3,-1,-0.2
COC(=O)c1ccccc1NC(=O)C(C)n1nc(C)c2c(C)n(-c3ccccc3)nc2c1=O (centres undefined),-2,28,2,17,-5,-4,3,-0.3
N#C/C(=C\c1ccc(N2CCOCC2)o1)c1ccccc1,4,-58,7,31,1,28,5,2.5
O=C(NNC(=O)c1ccc(NC(=O)c2ccccc2)cc1)c1ccccc1,3,-3,-7,15,1,-7,-9,-0.5
Nn1c(SCC(=O)NCCC2=CCCCC2)nnc1C1CCCCC1,1,-21,0,9,5,-1,0,-0.2
CCN(C(=O)CSc1nc2cc(C(=O)O)ccc2c(=O)n1Cc1ccccc1)c1ccccc1,-2,15,0,10,-3,-44,0,1.0
Cc1csc2c(NCCCN3CCOCC3)ncnc12,-1,9,0,14,-3,-9,2,1.1
COc1ccc(-c2ccccc2)c2oc(-c3ccco3)cc(=O)c12,1,3,/,8,-4,-11,/,/
C#CCOC(=O)C[N+](C)(C)C/C=C/c1ccccc1,-6,-5,2,6,-3,-6,-11,-1.5
Cc1nc2ccccn2c1-c1ccnn1S(=O)(=O)c1ccc(F)cc1,0,7,-11,5,-3,-10,7,79*
CN(C)C(=S)NCc1ccccc1,-2,4,-5,2,3,2,-18,-1.1

# Overlap with the part before: 7 compounds, followed by the next part.
SMILES,NR3A LBD binder,Gli-Sufu antag,CXCR6 inh,CCR6 antag,A3A deaminase,A3G deaminase,EBI2 antag,MPTP inh
Nn1c(SCC(=O)NCCC2=CCCCC2)nnc1C1CCCCC1,1,-21,0,9,5,-1,0,-0.2
CCN(C(=O)CSc1nc2cc(C(=O)O)ccc2c(=O)n1Cc1ccccc1)c1ccccc1,-2,15,0,10,-3,-44,0,1.0
Cc1csc2c(NCCCN3CCOCC3)ncnc12,-1,9,0,14,-3,-9,2,1.1
COc1ccc(-c2ccccc2)c2oc(-c3ccco3)cc(=O)c12,1,3,/,8,-4,-11,/,/
C#CCOC(=O)C[N+](C)(C)C/C=C/c1ccccc1,-6,-5,2,6,-3,-6,-11,-1.5
Cc1nc2ccccn2c1-c1ccnn1S(=O)(=O)c1ccc(F)cc1,0,7,-11,5,-3,-10,7,79*
CN(C)C(=S)NCc1ccccc1,-2,4,-5,2,3,2,-18,-1.1
N#CCn1cc(/C=N/NC(=O)c2cc3c(ccc4ccccc43)o2)c2ccccc21,25*,-9,5,3,-3,-2,-4,0.6
COc1cc(OC)cc(C(=O)NCCCn2ccnc2)c1,-1,0,12,-8,-5,16,-4,-0.9
CCN1C(=O)CC(N2CCC(C(=O)OC)CC2)C1=O (centres undefined),-1,-1,-3,16,-3,-1,-19,-1.9
O=C(c1ccc([N+](=O)[O-])s1)N1CCN(c2ccccn2)CC1,-1,-1,-2,6,-2,-7,2,-1.3
Cc1ccccc1Oc1nc2c(C)cccn2c(=O)c1/C=C(\C#N)C(=O)NC1CCS(=O)(=O)C1 (centres undefined),1,0,-5,4,-2,-4,9,0.5
NS(=O)(=O)c1cc(C(=O)OCC(=O)NNC(=O)c2ccccc2)ccc1Cl,0,-8,5,1,76*,-11,-5,-0.2
Cc1ccc(NC(=O)CSc2nc3ccccc3c3nc(CCc4c(C)n[nH]c4C)nn23)cc1F,-1,9,8,8,-1,-10,1,1.8
CCCC(c1nnnn1CCOC)N1CCN(Cc2ccccc2)CC1 (centres undefined),0,-8,-3,1,0,1,-4,-1.2
CCN(CC)CCOC(=O)c1cccc(Cl)c1,-3,2,12,15,-3,1,-9,-2.7
CSc1nc(Cc2ccccc2)nc2ccccc12,0,3,9,6,-4,-5,-1,0.5
CC(C)N1CCc2c(sc(N)c2C#N)C1,-1,2,-4,0,-1,-10,-7,-1.6
CC(C)(C)c1ccc(/C=C(\c2nc3ccccc3[nH]2)S(=O)(=O)c2ccccc2)cc1,1,-10,18,10,2,-1,9,13
CCCn1cc(S(=O)(=O)c2ccc(OC)cc2)c(=O)c2cc(OC)ccc21,0,37,-3,15,3,6,-3,-1.3
N#CCCN(C(=O)COC(=O)CCN=C1NS(=O)(=O)c2ccccc21)c1ccc(F)cc1,2,-10,-2,11,-2,-8,6,-1.6
Nc1nonc1C(=O)NCCNC(=O)c1cccc(Cl)c1,0,7,5,6,-2,-4,1,0.1
COc1cc(OC)c(C(=O)OCC(=O)Nc2ccccc2Cl)cc1OC,1,-4,-2,4,-2,3,2,-0.2
CCc1ccc(S(=O)(=O)Nc2cccc(-c3ccc4nnc(C)n4n3)c2)s1,0,18,4,0,1,-7,6,-0.7
CN1CCN(Cc2nc3c(c(=O)n(C)c(=O)n3C)n2Cc2cccc3ccccc23)CC1,-3,28,-7,-3,/,/,-13,-0.7
O=C(NC(Cc1ccccc1)C(=O)NCCc1ccccn1)c1ccccc1 (centres undefined),-1,-14,-1,8,-4,5,-2,-1.1

# Shown as a hit in MPTP inh (from the list above):
Structure	NR3A LBD binder	CXCR6 inh	CCR6 antag	A3A deaminase	A3G deaminase	EBI2 antag	MPTP inh
Cc1nc2ccccn2c1-c1ccnn1S(=O)(=O)c1ccc(F)cc1	0	-11	5	-3	-10	7	79*

# High-throughput results deposited in PubChem BioAssay by Sanford-Burnham Center for Chemical Genomics.

# No enrichment for hits. Share with any hit: about 5.8%.
